From PubChem
APJ antagonist: antagonists of human apelin receptor APJ, primary screen, CHO-K1 cells, beta-arrestin complementation, luminescence. P35414. inhibition, % at 20 µM. 330,000 tested, 0.32% active;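 active = inhibition above about 40% at 20 µM, limit read from the data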;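 also: cells challenged with 10 nM apelin-13 agonist together with compound; plate controls were apelin-13 plus DMSO wells for no effect and DMSO wells lacking apelin-13 for full effect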
UPR CHOP act: activators of apoptotic CHOP UPR arm, primary screen, cell-based, CHO-CHOP luciferase reporter, luminescence, uHTS; activation, % at 10 µM; UPR activation; percent of tunicamycin response over DMSO baseline; AID 449763, 2010; 330,000 tested, 0.34% active;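 active = at 10 µM dose, activation of 40% or more, normalized to positive control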;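 also: 100% = tunicamycin at 10 µg/mL and 0% = DMSO alone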
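System: CHO-CHOP luciferase reporter cell line; amount: 500 cells/well; buffer or medium: F12 medium containing 10% fetal bovine serum; incubation: 6 h compound exposure at 37 °C after overnight seeding; measured by: luciferase luminescence after 10 min with Steady-Glo reagent; evaluation: % reporter activation, DMSO baseline versus tunicamycin full activation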
CCR6 antag: CCR6 receptor antagonists, primary screen, cell-based, CHO-K1, luminescence, beta-arrestin, uHTS | C-C chemokine receptor type 6 (Homo sapiens), P51684 | CHO-K1 CCR6 PathHunter beta-arrestin, CCL20-stimulated | inhibition, % at 20 µM | 340,000 tested, 0.49% active;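 active = compounds whose inhibition of the agonist-driven luminescence signal at 20 µM reaches about 50%, limit read from the data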;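 also: cells stimulated with CCL20 at 14 nM final; plate controls were DMSO with CCL20 for no effect and DMSO without agonist for full effect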
tim23-1 inh: growth inhibitors of tim23-1 mutant yeast, primary screen, luminescence, uHTS; 330,000 tested, 1.3% active; inhibition, % at 20 µM; S. cerevisiae tim23-1 growth, BacTiter-Glo luminescence, 24 h;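 active = growth inhibition of the mutant yeast at or above 50%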;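 also: temperature-sensitive mutant grown at 25 °C; plate controls were DMSO-treated mutant yeast for no effect and medium wells lacking yeast for full effect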
APJ agonist: agonists of human apelin receptor APJ, primary screen, CHO-K1 cells, PathHunter beta-arrestin, luminescence; P35414; 0% DMSO wells, 100% apelin; activation, % at 20 µM; 330,000 tested, 0.11% active; AID 2520, 2010;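 active = activation more than six SD over the plate average, tested at 20 µM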;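 also: 0% = DMSO alone and 100% = apelin-13 at 10 nM; some results filed as inactive read as strong as hits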
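Test system – PathHunter CHO-K1 APJ (AGTRL-1) beta-arrestin reporter cells · Input – 1000 cells/well · Compound – single test compound dose, 20 µM final, 1% DMSO · Times – compound stimulation 90 min at 25 °C, detection 60 min · Technique – beta-gal luminescence · Read-out basis – APJ–arrestin association signal · Control set – negative DMSO alone, positive Apelin-13 at 10 nM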
EBI2 block: EBI2 receptor antagonists, beta-arrestin recruitment, primary screen, cell-based, luminescence, 7a,25-OHC stimulation, uHTS; G-protein coupled receptor 183 (Homo sapiens), P32249; 7a,25-OHC stimulated; inhibition, % at 5 µM; 360,000 tested, 0.81% active; AID 651636, 2012; in the data active = inhibition above about 38%;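 also: enzyme fragment complementation signal reports receptor beta-arrestin coupling in cells; 0% = agonist plus DMSO wells and 100% = wells without agonist; some results beyond the cut were filed as inactive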
Mdm2 MdmX PPI: inhibitors of human Mdm2-MdmX association, primary screen, cell-based, luminescence, split luciferase, SaOS-2, uHTS. Protein Mdm4 (Homo sapiens) + E3 ubiquitin-protein ligase Mdm2 (Homo sapiens), …. SaOS-2 split-luciferase Mdm2/MdmX complementation. inhibition, % at 8 µM. 330,000 tested, 3% active. AID 485346, 2010;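 active = inhibition of at least 50% at 8 µM in the primary screen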
Target sequence (O15151 whole entry, looked up): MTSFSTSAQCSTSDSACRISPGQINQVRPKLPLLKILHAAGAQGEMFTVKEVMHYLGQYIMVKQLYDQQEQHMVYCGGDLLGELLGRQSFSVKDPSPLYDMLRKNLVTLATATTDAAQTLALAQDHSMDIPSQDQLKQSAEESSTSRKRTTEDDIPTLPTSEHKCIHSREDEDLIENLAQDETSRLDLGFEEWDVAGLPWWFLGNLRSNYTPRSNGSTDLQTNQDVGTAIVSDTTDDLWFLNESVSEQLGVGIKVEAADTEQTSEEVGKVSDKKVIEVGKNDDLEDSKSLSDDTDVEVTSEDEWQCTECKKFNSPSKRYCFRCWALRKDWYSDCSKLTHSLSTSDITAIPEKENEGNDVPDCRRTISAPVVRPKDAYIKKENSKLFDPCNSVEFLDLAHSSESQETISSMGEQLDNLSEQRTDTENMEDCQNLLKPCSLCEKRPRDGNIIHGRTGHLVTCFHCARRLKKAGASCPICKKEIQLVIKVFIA
Target sequence (Q00987 whole entry, looked up): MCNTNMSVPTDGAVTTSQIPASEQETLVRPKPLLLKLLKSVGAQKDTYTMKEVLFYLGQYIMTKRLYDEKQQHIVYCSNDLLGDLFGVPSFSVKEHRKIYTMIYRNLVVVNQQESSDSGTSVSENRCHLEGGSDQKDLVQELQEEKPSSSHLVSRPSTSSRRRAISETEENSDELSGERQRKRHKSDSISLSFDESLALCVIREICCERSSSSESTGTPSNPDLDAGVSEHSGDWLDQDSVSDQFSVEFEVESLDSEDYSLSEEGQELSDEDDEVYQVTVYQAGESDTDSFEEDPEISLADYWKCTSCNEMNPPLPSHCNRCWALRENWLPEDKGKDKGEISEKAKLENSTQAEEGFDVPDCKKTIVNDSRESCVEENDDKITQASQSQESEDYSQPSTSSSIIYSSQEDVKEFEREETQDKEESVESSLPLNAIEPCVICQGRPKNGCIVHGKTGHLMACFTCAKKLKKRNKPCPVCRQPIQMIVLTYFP
CXCR6 inh: CXCR6 receptor inhibitors, primary screen, cell-based, beta-arrestin, luminescence, CHO-K1 PathHunter, 1536-well. C-X-C chemokine receptor type 6 (Homo sapiens), O00574. inhibition, % at 20 µM. 360,000 tested, 0.36% active. AID 602244, 2012; in the data active = inhibition above about 34%, passing the limit was not always enough;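 also: antagonist mode with CXCL16 agonist at 10 nM final; 0% = 10 nM CXCL16 with DMSO and 100% = unstimulated wells without agonist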
XBP1 UPR activ: activators of adaptive XBP1 UPR arm, primary screen, cell-based, CHO-XBP1 luciferase reporter, luminescence, uHTS; IRE1-XBP1 UPR activation; percent of tunicamycin response, DMSO as zero; 330,000 tested, 0.33% active; activation, % at 20 µM;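 active = versus positive control, 20 µM dose yields 30% or more activation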;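 also: 100% = tunicamycin at 10 µg/mL and 0% = DMSO only wells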
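Material: CHO cell line with stable XBP1 luciferase reporter; schedule: 16-18 h cell attachment at 37 °C, then 6 h compound exposure; signal: glow luminescence from Steady-Glo reagent; medium: serum-containing F12 medium, 10% FBS; benchmarks: tunicamycin 10 µg/mL and vehicle-only wells; read-out: percent activation relative to tunicamycin reference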
* marks the source's active call; other numbers are inactive results; . = not tested or not shown. This is a subset (hit frequency here may not be typical).

Value order – APJ antagonist	UPR CHOP act	CCR6 antag	tim23-1 inh	APJ agonist	EBI2 block	Mdm2 MdmX PPI	CXCR6 inh	XBP1 UPR activ
- CN1CCN(c2nc3c(c(=O)n(C)c(=O)n3C)n2Cc2ccc(F)cc2)CC1
→ 2	-0.1	8	13	-1	-6	17	0	-5
- Oc1ccc(Cl)cc1C1=NCCNC(C(F)(F)C(F)F)=C1
→ 17	-1.0	16	19	-6	3	8	7	0
- COc1cccc(CNC(=O)C2CCCN(c3cnccn3)C2)c1 (stereo not given)
→ 18	-2.3	8	0	1	0	-11	1	-4
- Cc1ccc(C)c(-c2cc(C(=O)NNC(=S)NCC(C)C)c3ccccc3n2)c1
→ 45*	1.6	35	26	-7	4	4	3	0
- CCOc1cccc(C(=O)Nc2ccc(NC(=O)c3ccccc3)c(C)c2)c1
→ 8	2.8	7	6	-3	-4	-5	-6	-2
- CN1CCN(C(=O)c2cc(Cl)ccc2NC(=O)c2ccc(Cl)cc2Cl)CC1
→ 5	0.8	12	5	4	-18	33	7	-2
- COCCNc1cnn(-c2ccccc2)c(=O)c1Cl
→ 7	-0.9	6	3	3	-2	5	3	-4
- CN(C)CCN(Cc1cc2cc3c(cc2[nH]c1=O)OCO3)C(=S)NCc1ccco1
→ 0	2.1	11	23	-4	4	-7	-3	2
- COc1ccc(/C=C/C(=O)OCC(=O)Nc2cc(C(N)=O)cc(C(N)=O)c2)cc1
→ 3	-0.7	6	11	-1	8	-14	1	-3
- COc1ccc(CNCc2cc(OC)ccc2OC)cc1
→ 17	0.3	8	-4	-2	-19	18	-6	-4
- CCC(C)C(NC(=O)C1CCC(C)CC1)C(=O)NC(CCSC)C(=O)OC (stereo not given)
→ 7	0.4	-1	1	-3	-5	18	1	-3
- CC(C)C(O)P(=O)(OCc1ccccc1)c1ccc(N(C)C)cc1 (stereo not given)
→ -5	-1.1	-8	5	-1	-1	7	-11	-1
- CCCc1cc(N2CCCC(C(=O)Nc3ccc(OC)cc3OC)C2)n2ncnc2n1 (stereo not given)
→ -7	1.9	-5	22	1	-6	-22	0	-2
- O=C(NCCCn1ccnc1)c1ccc(S(=O)(=O)N2CCOCC2)cc1
→ -34	0.0	1	-10	-7	1	1	-4	-1
- Cc1ccccc1C(=O)Nc1cc(C(F)(F)F)ccc1-n1cncn1
→ 1	1.6	-2	24	-3	-8	-4	-2	0
- CCN(CCC#N)c1ccc(N2C(=O)CCCC2=O)cc1[N+](=O)[O-]
→ -10	0.5	8	9	-3	-10	19	3	-3
- Cc1nn(Cc2cccc3ccccc23)c(C)c1NC(=O)c1cccnc1
→ 0	-1.2	15	16	-5	-5	13	-6	-3
- COc1cc(C(C)=O)ccc1OCC(O)CN1CCN(c2cc(C)cc(C)c2)CC1 (stereo not given)
→ -17	0.7	14	16	-1	-6	1	15	-3
- COc1ccc(CC(=O)N/N=C(\C)c2cccc(NC(=O)C3CC3)c2)cc1
→ 21	-1.6	3	28	-7	24	12	8	-5
- CCn1c(Cc2cccs2)nnc1SCC(=O)Nc1ccc(OC)c(OC)c1
→ 6	1.1	-5	7	-6	5	24	1	-1

An excerpt of these results, bar-delimited:
structure | APJ antagonist | UPR CHOP act | CCR6 antag | tim23-1 inh | APJ agonist | EBI2 block | Mdm2 MdmX PPI | CXCR6 inh | XBP1 UPR activ
CC(C)C(O)P(=O)(OCc1ccccc1)c1ccc(N(C)C)cc1 (stereo not given) | -5 | -1.1 | -8 | 5 | -1 | -1 | 7 | -11 | -1
CCCc1cc(N2CCCC(C(=O)Nc3ccc(OC)cc3OC)C2)n2ncnc2n1 (stereo not given) | -7 | 1.9 | -5 | 22 | 1 | -6 | -22 | 0 | -2
O=C(NCCCn1ccnc1)c1ccc(S(=O)(=O)N2CCOCC2)cc1 | -34 | 0.0 | 1 | -10 | -7 | 1 | 1 | -4 | -1
Cc1ccccc1C(=O)Nc1cc(C(F)(F)F)ccc1-n1cncn1 | 1 | 1.6 | -2 | 24 | -3 | -8 | -4 | -2 | 0
CCN(CCC#N)c1ccc(N2C(=O)CCCC2=O)cc1[N+](=O)[O-] | -10 | 0.5 | 8 | 9 | -3 | -10 | 19 | 3 | -3
Cc1nn(Cc2cccc3ccccc23)c(C)c1NC(=O)c1cccnc1 | 0 | -1.2 | 15 | 16 | -5 | -5 | 13 | -6 | -3
COc1cc(C(C)=O)ccc1OCC(O)CN1CCN(c2cc(C)cc(C)c2)CC1 (stereo not given) | -17 | 0.7 | 14 | 16 | -1 | -6 | 1 | 15 | -3

Additional results.
Value order – APJ antagonist	UPR CHOP act	CCR6 antag	tim23-1 inh	APJ agonist	EBI2 block	Mdm2 MdmX PPI	CXCR6 inh	XBP1 UPR activ
- CCCCNC(=S)N1CCn2cccc2C1c1ccccc1 (stereo not given)
→ 12	1.4	13	4	-2	-6	5	-4	-2
- Cc1ccc(C)c(N2CCN(C(=O)CCc3nc(-c4ccc(Cl)cc4)no3)CC2)c1
→ .	3.2	21	41	.	-3	12	0	1
- CCCNC(=O)c1nnsc1S(=O)c1ccc(Cl)cc1 (stereo not given)
→ 40	-11	97*	82*	-6	8	97*	87*	-8
- CCc1c(C)nc(SCc2ccccn2)[nH]c1=O
→ -1	1.2	-8	5	-2	-4	24	-15	-1
- C=CCn1c(=O)c2ccccc2n2c(SCC(=O)NC(C)C)nnc12
→ -1	-0.2	16	2	-3	9	-14	13	-2
- N#C/C(=N\O)c1nc2ccccc2s1
→ 14	0.5	6	0	-4	3	18	-2	-2
- Cc1ccc2cc(CN(Cc3ccco3)C(=S)NCC3CCCO3)c(=O)[nH]c2c1 (stereo not given)
→ -1	0.7	3	21	-2	0	40	6	-3
- Cn1cc([N+](=O)[O-])c(C(=O)Nc2cnn(Cc3ccc(F)cc3)c2)n1
→ 7	-1.2	-3	16	0	-12	61*	2	0
- CC(C(=O)c1ccc(-c2ccccc2)cc1)[n+]1ccccc1 (stereo not given)
→ 6	-2.1	15	-268	2	-3	6	2	-3
- COC(=O)c1ccc(/C=N/n2cnnc2)cc1
→ -16	0.0	16	18	3	-20	7	-6	-2
- COc1ccc(OCc2cc(C(=O)N3C[C@H]4CC[C@H]3C4)no2)c(Cl)c1
→ -31	6.9	12	15	-1	-9	-22	3	5
- COc1ccccc1CN1CC(C(=O)N(C)CCCn2nc(C)cc2C)CCC1=O (stereo not given)
→ -2	1.0	18	13	0	-9	-1	-4	1
- COc1ccc(NC(=O)c2cn(CCC#N)nc2-c2cc3ccccc3o2)cc1
→ 4	-1.3	10	14	-2	0	14	-1	-1
- Cc1cc(=O)oc2cc(OCC(=O)c3ccc4c(c3)NC(=O)CO4)ccc12
→ -5	1.9	-1	-28	0	10	65*	0	-2
- COc1cc(Cl)cc(NC(=O)CCN2CCN(C)CC2)c1
→ -3	-0.6	-9	0	-4	-10	8	-6	2
- CC(C)CN1C(=S)SC(C)(C)C1n1oc(=O)n(-c2ccccc2)c1=O (stereo not given)
→ -1	-0.4	5	34	-3	-17	1	6	-2
- O=C(COC(=O)/C=C/c1cccc(Cl)c1)NC1CC1
→ -4	0.3	5	9	-1	-9	4	0	0
- CSc1ccc(Cl)c(C(=O)NCc2ccco2)c1
→ 4	-2.7	-1	9	2	13	3	-4	0
- Cc1ccc(CNC(=O)C(=O)NCC2CCCO2)cc1 (stereo not given)
→ 8	-3.3	-14	-6	3	-14	-22	-1	0
- O=C(Nc1ccc(Br)cc1)N1CCCCCC1
→ 21	4.1	5	18	-2	-12	-38	3	-2

Individual results from the results shown:
Mdm2 MdmX PPI with C=CCn1c(=O)c2ccccc2n2c(SCC(=O)NC(C)C)nnc12 reads -14
XBP1 UPR activ with CC(C(=O)c1ccc(-c2ccccc2)cc1)[n+]1ccccc1 (stereo not given) reads -3

Additional structures.
Value order – APJ antagonist	UPR CHOP act	CCR6 antag	tim23-1 inh	APJ agonist	EBI2 block	Mdm2 MdmX PPI	CXCR6 inh	XBP1 UPR activ
- COc1ccc(C(=O)c2coc3ccc(O)c(CN(C)C)c23)cc1
→ -11	2.1	9	-6	-4	2	3	-4	-2
- N#Cc1c(Cl)nc2c(c1C#N)CCCC2
→ -4	-0.4	-11	11	-3	3	18	-4	2
- Cc1coc2cc3oc(=O)c(CCC(=O)NC4CC4)c(C)c3cc12
→ 4	6.1	8	10	-1	-5	-7	-5	-1
- COc1ccc(-n2c(NC(=O)c3ccco3)c(C#N)c3nc4ccccc4nc32)cc1
→ -1	2.1	-9	4	-4	-5	0	-2	1
- COc1ccc(C)cc1NC(=O)NC1CCN(Cc2ccccc2)CC1
→ -4	0.2	-11	2	-4	-3	7	4	-1
- CCSc1n[nH]c2nc3c(c(=O)n12)C1(CCCC1)Cc1ccccc1-3
→ 14	-2.3	-13	41	4	-6	12	-4	-4
- COc1ccccc1N(CC(=O)Nc1ccccc1C)S(C)(=O)=O
→ -8	-1.8	12	8	2	-4	14	-4	-5
- O=C1c2ccccc2-c2cccnc21
→ 9	2.3	5	19	-3	-7	18	-3	-5
